Bioassay records from PubChem BioAssay.
CCHFV vOTU inh – CCHFV vOTU protease inhibition | inhibition, % at 11.5 µM | AID 651958 | Pep-AMC fluorescence | hit rate 0.55% among 370,000; in the data active means inhibition above about 30%; further: 0% = vehicle wells with enzyme and 100% = no enzyme wells
PrPC surface inh – reduces human prion protein on the cell surface. cell surface PrPC, TR-FRET read-out. inhibition, % at 13.8 µM. hit rate 0.43% among 370,000; in the data active means inhibition above about 24%; further: 0% = median of the test wells and 100% = reference compound wells
* marks the source's active call; other numbers are inactive results. A portion of the library. The share of hits here may be higher or lower than overall.

mol,CCHFV vOTU inh,PrPC surface inh
COC(=O)C1=C(C)N(C)C(=NCc2ccccc2C(F)(F)F)NC1c1ccc(C(F)(F)F)cc1 (stereo not given),11.2,-13.6
O=[N+]([O-])c1ccccc1S(=O)(=O)N1CCC(c2cn3ccccc3n2)CC1,-0.8,-11.0
CCOC(=O)CC1(C)N(S(=O)(=O)c2ccc(C)cc2)c2ccccc2N1S(=O)(=O)c1ccc(C)cc1,7.8,7.0
COC(=O)[C@]12C[C@H](CC(=O)NCCCN3CCCC3=O)C(=O)N(CCc3ccc(OC)c(OC)c3)C1=C[C@H](C1CCCC1)O[C@@H]2C,-3.8,11.4
COC(=O)[C@]12C[C@H](CC(=O)NCc3ccccc3)C(=O)N(Cc3ccc(Cl)cc3Cl)C1=C[C@H](COCc1ccccc1)O[C@@H]2C,2.4,-5.0
O=S1(=O)CCSC[C@@H](CNCc2ccco2)N1,-0.8,-9.7
Cc1ccc(-c2c(NC(=O)Nc3ccc(F)cc3)nc3ncccn23)cc1,-10.3,8.3
O=C(CNC(=O)OCc1ccccc1)NC(Cc1ccccc1)P(=O)(Oc1ccccc1)Oc1ccccc1 (stereo not given),12.3,-3.9
CCCCCN1CCCCC(NC(=O)c2cc(OC)c(OC)c(OC)c2)C1=O (stereo not given),1.3,-11.0
CCCCCNC(=O)C1C(=O)Nc2ccccc2C(=O)N1C(C)(C)C (stereo not given),14.6,-1.2
COc1cc(C(=O)C(=O)N2CCN(c3ccccc3)CC2)cc2ccccc12,7.5,-2.2
C[C@@H]1CCN(C2CC2)S(=O)(=O)c2c(cccc2N2CCC[C@H]2CO)O1,-6.7,4.2

Another view of some results above:
Every second line gives: CCHFV vOTU inh | PrPC surface inh
- COC(=O)[C@]12C[C@H](CC(=O)NCCCN3CCCC3=O)C(=O)N(CCc3ccc(OC)c(OC)c3)C1=C[C@H](C1CCCC1)O[C@@H]2C
→ -3.8 | 11.4
- COC(=O)[C@]12C[C@H](CC(=O)NCc3ccccc3)C(=O)N(Cc3ccc(Cl)cc3Cl)C1=C[C@H](COCc1ccccc1)O[C@@H]2C
→ 2.4 | -5.0

(list continues)
mol,CCHFV vOTU inh,PrPC surface inh
C=CCNC(=O)c1ccsc1N,19.4,-9.9
COc1ccc(CSc2nnc(-c3cccc(C)c3)n2C)cc1,2.9,0.5
COC1=C[C@H](C(=O)NCc2ccc(OC)cc2)C(C)C(c2ccccc2)CC1=O (stereo not given in full),7.9,-5.1
COC(=O)C1=C(C)N(C)C(=NCC2CC2)NC1c1cccc(C(F)(F)F)c1 (stereo not given),-10.3,-13.0
COc1ccc(-c2cc(-c3nnc(SCC(=O)Nc4cccc(Cl)c4C)n3N)[nH]n2)cc1,13.5,-2.0
COC(=O)[C@]12C[C@H](CC(=O)NCc3ccc(OC)c(OC)c3)C(=O)N(CCc3ccc(OC)c(OC)c3)C1=C[C@H](COCc1ccccc1)O[C@@H]2C,-3.1,-4.7
O=C(NS(=O)(=O)c1ccccc1[N+](=O)[O-])[C@H]1O[C@@H](n2ccc(=O)[nH]c2=O)[C@H](O)[C@@H]1O,-3.5,-4.9
O=S1(=O)c2ccc(N3CC[C@@H](O)C3)cc2O[C@H]2CCN1C2,0.4,-3.0
C=CCNC(=S)N(C)[C@H]1C[C@H]2c3cc(-c4ccccc4C)ccc3CCN2C[C@H]1[C@H](C)O,15.8,-1.1
CC(C)(C)OC(=O)N1CCC[C@@H]1C(=O)N1CCC[C@@H]1C(=O)NCc1ccccc1,-3.5,-3.3
CCNC(=O)Nc1ccc2c(c1)C(=O)N(C)[C@H]1CC[C@@H](CC(=O)OC)O[C@H]1CO2,-0.8,-2.4
Cc1ccc(C)c(NC(=O)c2cc(-c3ccc(Cl)cc3)nc3ccccc23)c1,-3.2,-7.8
O=C(Nc1c(-c2ccccc2)[nH][nH]c1=O)c1ccc(-c2ccccc2)cc1,-3.7,-7.1
CN(C)Cc1cn(-c2cccc(-c3noc4c3C(=O)N(CC(=O)N3CCOCC3)CC4)c2)nn1,1.3,3.0
Cc1ccc(CNC(=O)c2ccc3nc4[nH]c5ccccc5c4nc3c2)cc1,1.3,-2.5
COC(=O)CC[C@@H](/C=C/C(=O)OC(C)(C)C)Sc1ccc(C(C)(C)C)cc1,13.8,-1.3
Nc1[nH]c2cc(C(F)(F)F)ccc2c1C(=O)NC1CCCCC1,11.2,16.5
Cc1ccc(-c2nnc(SCC(=O)NNC(=S)Nc3ccccc3)n2C2CCCCC2)cc1,13.6,-6.7
COC(=O)[C@@]12C[C@@H](CC(=O)N3CCCCC3)C(=O)N(CCc3ccc(OC)c(OC)c3)C1=CCC(C)(C)C2,4.8,-0.1
CC(C)(C)c1ccc(S(=O)(=O)N2CCC(C(=O)NCc3cccs3)CC2)cc1,5.9,0.1
CCCCC(=O)N(Cc1ccccc1)c1ccccc1C(=O)Nc1cc(OC)ccc1OC,10.1,2.6
C[C@@H]1OC(C2CCCCC2)N(C)[C@H]2C[C@H]3c4[nH]c5cccc(-c6ccccc6)c5c4CCN3C(=O)[C@@H]12 (stereo not given in full),-55.4,0.8
Cc1ccc(/C=N\NC(=O)CN2CCN(S(=O)(=O)c3ccc(Br)cc3)CC2)s1,-0.5,-4.4
COc1cc2c(c(OC)c1OC)[C@@]1(c3ccccc3)CCCCC[C@H]1[C@@H]2NC(=O)C(F)(F)F,15.1,5.9
CC(C)(C)NC(=O)C(CCc1ccccc1)n1c(=O)c(-c2cc3ccccc3[nH]2)nc2ccccc21 (stereo not given),-4.7,3.6
CC(C)N1CCCCC(NC(=O)c2ccc3ccccc3c2)C1=O (stereo not given),2.7,-7.5
O=C(c1cccnc1Cl)N1CCC(Oc2cccnc2)CC1,3.2,-9.6
CCOc1ccc(C=Nn2c(-c3ccc(F)cc3)n[nH]c2=S)cc1,5.1,3.1
Nc1[nH]c(C(=O)c2ccc(Br)cc2)c(-c2ccc(Cl)cc2[N+](=O)[O-])c1C(=O)NCCc1c[nH]c2ccccc12,11.4,6.8
COCCN1Cc2cc(C(=O)OC)c3c(c2C1=O)c1cc(OC)ccc1n3C(=O)c1ccccc1,2.7,-0.9
COc1cccc(CCNC(=O)CCc2nc(-c3ccccc3F)no2)c1,-6.0,-6.4
COC(=O)[C@@]12C[C@@H](CC(=O)NCc3cccc(C(F)(F)F)c3)C(=O)N(Cc3ccc4c(c3)OCO4)C1=CCC(C)(C)C2,25.6,2.1
Cc1ccc2ccc(C(Nc3ccccc3)c3ccccc3)c(O)c2n1 (stereo not given),-1.8,-6.6
O=C(/C=C/c1ccccc1)Nc1cccc(C(=O)NCc2ccccc2)c1,-1.7,-10.2
CCc1cc2c(nc1CC)CCCN2S(=O)(=O)c1ccc(C)cc1,1.3,5.4
CCCCCCN(C(=O)CCCCCN1C(=O)NC(c2ccc(-c3ccccc3)cc2)C(C(=O)OCc2ccccc2)=C1C)C(C(=O)NCCCC)c1ccccc1 (stereo not given),-2.7,1.5
O=C(NC1CCCC1)C(c1ccc(F)cc1)N1CCC(O)(c2ccc(Cl)cc2)CC1 (stereo not given),12.7,0.1
O=C1C[C@@H](C(=O)Nc2ccc(Cl)cc2)[C@@H](c2ccccc2)O1,-2.7,0.8
COC(=O)[C@]12C[C@H](CC(=O)NCc3ccc(OC)c(OC)c3)C(=O)N(Cc3ccc4c(c3)OCO4)C1=C[C@H](COCc1ccccc1)O[C@@H]2C,4.4,-3.8
O=c1[nH]c(=O)n(C2OC(CO)C(O)C(O)C2O)cc1F (stereo not given),-2.8,2.7
CC(C)NC(=O)CCn1nnc(-c2cccs2)n1,7.4,6.5
CC(C)(C)C(c1nc2ccccc2[nH]1)n1c(-c2ccco2)nc2ccccc21 (stereo not given),1.7,5.6
COC(=O)Cc1nnn2c1[C@H](C)[C@H](c1cccc(OC)c1OC)OCC2,-9.0,3.9
C=CCN(CC#Cc1ccccc1)CC=C,5.6,11.0
COc1ccc(C(=O)C[C@@H]2OC[C@H](C(C)C)N2S(=O)(=O)c2ccc(C)cc2)cc1OC,5.1,8.2
O=C(NCc1ccccc1)[C@@H]1CCCN1C(=O)[C@H]1CCCN1C(=O)c1ccccc1F,-10.8,6.8
Cc1cccc(C)c1NC(=O)C(c1ccnc2ccccc12)N1CCN(C)CC1 (stereo not given),1.4,-2.9
CCC[C@@H](/C=C/C(=O)OC(C)(C)C)Sc1ccc(C(C)(C)C)cc1,1.8,-2.8
COC(=O)[C@]12C[C@H](CC(=O)NCc3ccccc3)C(=O)N(Cc3cccc4ccccc34)C1=C[C@H](C(C)(C)C)O[C@@H]2C,24.9,2.8
Nc1[nH]c(C(=O)c2ccc(Br)cc2)c(-c2ccncc2)c1C(=O)NCCc1c[nH]c2ccccc12,9.2,9.9
CCOC(=O)[C@]12CCCC=C1N(Cc1ccccc1)C(=O)[C@H](CC(=O)NCCc1ccccc1OC)C2,4.4,2.7
O=C(CSc1nnc(-c2cccc(Cl)c2)n1Cc1ccco1)Nc1ccc2c(c1)OCO2,4.4,14.6
CC[C@H](NC(=O)[C@H]1O[C@@H](n2cnc3c(=O)[nH]c(N)nc32)[C@H](O)[C@@H]1O)c1ccccc1,-6.8,-3.3
C=CCN1[C@H](Cc2ccccc2)COc2cc(F)ccc2S1(=O)=O,8.7,7.8
Cc1cc(C)nc(N2CCN(C(=O)CSc3nc4ccccc4nc3N3CC(C)OC(C)C3)CC2)n1 (stereo not given),-5.1,0.2
CCCCCCCCN1C(=O)[C@@H](CC(=O)N2CCN(C(=O)C3CC3)CC2)C[C@@]2(C(=O)OC)C1=C[C@H](C1CCCC1)O[C@@H]2C,33.0*,-3.8
O=C(NCCc1ccc(Cl)cc1)c1ccc2c(c1)ncn2C1CCCCC1,6.0,-2.7
CCOC(=O)Cn1c(=O)c2c(nc3n2CCN3c2ccc(C)cc2)n(C)c1=O,9.3,6.2
CSc1nc2c(=O)[nH]cnc2s1,-6.2,8.7
COC(=O)C(C(=O)OC)C1CCCCC1NS(=O)(=O)c1ccc(C)cc1 (stereo not given),13.2,-2.0

(continued)
structure | CCHFV vOTU inh | PrPC surface inh
C=CCNc1cccc2c1S(=O)(=O)N[C@H](C)CO2 | -2.7 | 4.9
CCOC(=O)[C@]12CCCC=C1N(Cc1ccc(OC)cc1)C(=O)[C@@H]2CC(=O)NCc1cccc(C(F)(F)F)c1 | 19.0 | 6.1
CCN(CC)C(=O)Cn1nc(Cc2ccncc2)c2ccccc2c1=O | -1.1 | -0.3
O=C(NC1CCCCN(Cc2ccc(Cl)cc2)C1=O)c1ccc(F)c(F)c1 (stereo not given) | 8.9 | 5.4
COc1ccc(C(=O)OCCN2CCN(C3CN(Cc4cn(Cc5ccccc5C(F)(F)F)nn4)S(=O)(=O)C3)CC2)cc1OC (stereo not given) | 5.3 | 7.3
CN(C)[C@@H]1CCN(c2ccc3c(c2)OCCCN(C2CC2)S3(=O)=O)C1 | 3.9 | -4.5
O=C(CCCCCN1C(=O)C2C3C=CC(C3)C2C1=O)Nc1ccc(Cl)cc1 (stereo not given) | 0.6 | 11.7
CCN(CC)C(=O)CC[C@H]1CC[C@]2(CCCN(C(=O)c3ccccc3)C2)O1 | 2.9 | 0.1
Cc1ccccc1C(=O)NC1CCCCN(Cc2cccc(Cl)c2)C1=O (stereo not given) | 0.9 | -8.2
CN1OC[C@@H]2CN(C(=S)Nc3cc(C(F)(F)F)cc(C(F)(F)F)c3)[C@H](c3ccccc3Br)C[C@@H]21 | 15.6 | 3.7
O=C(OC12CCCN(C1)/C(=C/c1ccccc1)C2)C1CCCCC1 (stereo not given) | 11.2 | -6.6
CC(=O)CC[C@H]1CC[C@]2(CCCN(C(=O)C3CCCC3)C2)O1 | -1.9 | -1.2
COC(=O)[C@]12C[C@H](CC(=O)NCc3ccc(OC)c(OC)c3)C(=O)N(Cc3ccccc3)C1=C[C@H](C(C)C)O[C@@H]2C1CC1 | 7.3 | -1.2
CC(C)C[C@@H](CCCc1ccccc1)CCC(=O)N(c1ccccc1)c1ccccc1 | 17.7 | -3.6
O=S(=O)(c1cccs1)N1CCCc2nc(-c3ccccc3)ccc21 | 5.5 | -1.0
Cc1ccc(-c2c(C(=O)c3ccccc3)[nH]c(N)c2C(=O)NCCc2c[nH]c3ccccc23)cc1 | 3.6 | 1.6

Entries of single compounds as entered above. Order of values: CCHFV vOTU inh | PrPC surface inh
Listed for CCCCCCN(C(=O)CCCCCN1C(=O)NC(c2ccc(-c3ccccc3)cc2)C(C(=O)OCc2ccccc2)=C1C)C(C(=O)NCCCC)c1ccccc1 (stereo not given) → -2.7 | 1.5
Listed for CCNC(=O)Nc1ccc2c(c1)C(=O)N(C)[C@H]1CC[C@@H](CC(=O)OC)O[C@H]1CO2 → -0.8 | -2.4
Listed for O=C(NCCc1ccc(Cl)cc1)c1ccc2c(c1)ncn2C1CCCCC1 → 6.0 | -2.7

(more compounds)
structure | CCHFV vOTU inh | PrPC surface inh
COc1ccc(S[C@]2(C(=O)N3CCCC3)CC(=O)N(C(=O)c3ccccc3)[C@@H]2c2ccc(OC)cc2)cc1 | 16.9 | 6.7
CN1C(=O)[C@@](O)(c2cn(C)c3ccccc23)c2cc(F)ccc21 | 13.4 | 5.5
COC(=O)C1CN(Cc2cn(CCC3OCCO3)nn2)CCS(=O)(=O)N1Cc1ccc(OC)cc1 (stereo not given) | -9.3 | 7.6
Cc1nnsc1-c1nc2ccccc2n1C(CCc1ccccc1)c1nc2ccccc2[nH]1 (stereo not given) | 5.4 | -0.9
Nc1[nH]c(=O)ncc1-c1ccc([N+](=O)[O-])cc1 | 3.3 | 3.5
CN(C(=O)[C@@H](Cc1ccccc1)NC(=O)[C@H]1O[C@@H](n2cnc3c(=O)[nH]c(N)nc32)[C@H](O)[C@@H]1O)C1CCCCC1 | 4.7 | -3.3
O=C(NC1CCCC1)C1C(c2ccc(C(F)(F)F)cc2)=Nc2ccccc2N1C(=O)c1ccccc1 (stereo not given) | -1.8 | 8.4
